Screening data as filed in PubChem BioAssay.
Glioma ERSR ind = qHTS for Inducers of the Endoplasmic Reticulum Stress Response (ERSR) in Human Glioma: qHTS. U87-MG GRP78 promoter luciferase reporter, 16 h. Potency, µM, inactives show at the highest dose activation, hits mostly activators. hit rate 0.02% among 420,000; note: potency is the fitted concentration of half-maximal effect; series mostly up to about 76 µM; % of control where 0% means no effect; nearly all actives have a fitted effect of over 35% in size
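ERSR induction read as luciferase luminescence (Bright-Glo, 10 min at room temperature) in stably transfected human U87-MG glioma cells exposed to compounds for 16 h, using GRP78 as sensor.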
LDHA inh = qHTS assay for inhibitors of human lactate dehydrogenase. hit rate 0.15% among 480,000. purified LDHA, NADH/diaphorase-resazurin fluorescence; hits give low values. L-lactate dehydrogenase A chain (Homo sapiens), P00338. activity change, % (values are at about 110 or 230 µM); in the data active = activity change below about -30%; inconclusive = mostly about -25% to -30%;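 note: plate controls were DMSO wells for no effect and wells without enzyme for full effect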
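Remaining NADH was detected by diaphorase (0.133 mg/mL) converting 37 µM resazurin to fluorescent resorufin, read at 0 and 20 minutes. The preceding 5-minute room-temperature reaction used 2 nM LDHA, 0.2 mM sodium pyruvate and 0.06 mM NADH at pH 7.4.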
RGS4 inh = Inhibitors of Regulator of G Protein Signaling (RGS) 4: qHTS | hit rate 0.039% among 390,000 | AID 504845, 2011 | Regulator of G-protein signaling 4 (Homo sapiens), P49798 | Potency, µM (titrated, usually from 114 µM), inactives show top-dose activity change, negative = inhibition, actives largely listed as inhibitors | Transcreener GDP fluorescence polarization, RGS4-accelerated GTP hydrolysis; note: potency is the fitted concentration of half-maximal effect; % is set by controls: 0 for no effect and ±100 for the full control effect; nearly all actives have a fitted effect of over 75% in size; some results filed as inactive show a strong effect at the top dose
Target sequence (P49798 whole entry, looked up): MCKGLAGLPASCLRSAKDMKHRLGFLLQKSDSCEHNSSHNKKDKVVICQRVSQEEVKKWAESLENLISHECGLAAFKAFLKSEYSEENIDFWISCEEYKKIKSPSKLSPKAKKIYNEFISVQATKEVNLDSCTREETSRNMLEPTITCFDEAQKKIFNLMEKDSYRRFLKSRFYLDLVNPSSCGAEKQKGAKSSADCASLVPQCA
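MLSMR compounds (23 nl, pin-transferred) preincubated 10 min at room temperature with a 500nM (2x) first reagent, then RGS4 at 900nM (2x) plus Transcreener GDP mix added; fluorescence polarization (620/688 nm) read before and after 90 min at 30 °C.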
ERG Ets-DNA blk = qHTS for Small Molecule Inhibitors of the ERG Ets/DNA interaction; hit rate 0.028% among 370,000; fluorescence polarization, His-ERG Ets domain / labelled DNA; Transcriptional regulator ERG (Homo sapiens), P11308; Potency, µM (doses to about 76.9 µM), for the others: at the top dose FP activity, negative = inhibition, most hits filed as inhibitors; active = well fitted inhibition curve with a large enough effect in the polarisation, with a control signal flat; inconclusive = small, poorly fitted or top-dose-only effect, or effect the other way, or a change in a side signal; inactive = no such curve, though single readings can be large or run the other way; the % refers to the polarisation;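 note: polarization taken with two DNA probes labelled with fluorescein and Texas red; potency is the fitted concentration of half-maximal effect; % of control where 0% means no effect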
Target sequence (P11308 whole entry, looked up, the tested form may be a part): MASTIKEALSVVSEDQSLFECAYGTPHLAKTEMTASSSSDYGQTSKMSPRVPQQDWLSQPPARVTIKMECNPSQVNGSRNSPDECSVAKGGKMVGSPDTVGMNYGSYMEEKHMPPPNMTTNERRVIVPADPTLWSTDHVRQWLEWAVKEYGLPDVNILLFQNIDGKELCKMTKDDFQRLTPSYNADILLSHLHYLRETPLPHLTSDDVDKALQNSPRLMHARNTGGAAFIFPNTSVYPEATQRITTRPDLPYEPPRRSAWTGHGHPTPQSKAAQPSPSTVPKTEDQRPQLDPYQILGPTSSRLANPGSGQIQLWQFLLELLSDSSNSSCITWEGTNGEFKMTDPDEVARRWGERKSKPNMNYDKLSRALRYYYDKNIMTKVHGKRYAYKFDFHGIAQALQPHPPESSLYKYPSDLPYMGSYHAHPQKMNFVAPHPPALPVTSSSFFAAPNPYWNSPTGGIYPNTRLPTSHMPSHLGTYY
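His-tagged ERG Ets domain (1 uM in the protein solution; 300mM KCl, 50mM Tris-HCl, 1mM EDTA, 1mM DTT, pH 7.5) received compound, then a probe mix of 5 nM fluorescein-DNA and 100nM Texas-615-DNA. Fluorescence polarization was read for both dyes.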
D2 antagonist = HTS Assay for Allosteric Antagonists of the Human D2 Dopamine Receptor: Primary Screen for Antagonists; HEK293 TREx D2 cells, calcium flux, dopamine EC80; inhibition, % at 10 µM; hit rate 2% among 340,000; AID 485344, 2010; in the data active = inhibition above about 30%; note: 0% is about no effect
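In this primary screen, negative modulation is detected by tracking calcium flux after an EC80 dopamine challenge in inducible HEK293 T-REx D2 cells preexposed to test compound for 180 s.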
12-LOX inh = Primary qHTS assay for inhibitors of human arachidonate 12S-lipoxygenase (ALOX12): Round 2; Polyunsaturated fatty acid lipoxygenase ALOX12 (Homo sapiens), P18054; hit rate 1.1% among 580,000; purified 12hLO, xylenol orange hydroperoxide absorbance; AID 1671190, 2021; Potency, µM (series often up to 108 µM), without a hit: at the top dose activity change, negative = inhibition, most hits filed as inhibitors; note: potency is the fitted concentration of half-maximal effect; % is set by controls: 0 for no effect and ±100 for the full control effect
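Purified human 12hLO at 150 nM in 25 mM Hepes, 0.01% Triton X-100, pH 7.0, preincubated 15 min at room temperature with compound. Reaction started with 40 uM arachidonic acid, 30 min at room temperature. Hydroperoxide measured by Fe-xylenol orange, 573/405 nm absorbance ratio.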
Vif-A3F inh = qHTS for Inhibitors of Vif-A3F Interactions: qHTS | HeLa A3F-eYFP + Vif (tagged APOBEC3F with the HIV-1 protein that degrades it), YFP fluorescence increase | Potency, µM (titrated, usually from 46.1 µM), for inactives: top-dose activity, negative = active | hit rate 0.2% among 390,000; note: potency is the fitted concentration of half-maximal effect; % of control where 0% means no effect; nearly all actives have a fitted effect of over 65% in size
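Fluorescence increase (Ex 488/Em 500-530) after overnight compound treatment at 37 deg C flags inhibition of Vif-driven A3F-eYFP loss in stable HeLa A3F-eYFP/Vif cells seeded overnight beforehand.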
D2 ag = HTS Assay for Allosteric Agonists of the Human D2 Dopamine Receptor: Primary Screen for Agonists. activation, % at 2 µM. hit rate 0.53% among 340,000. HEK293 T-REx D2 cells, calcium flux agonist mode. AID 485358, 2010;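 active = activation over 3 SD above normal in the single-dose calcium agonist read, cut at about 30% in these data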; note: 0% is about no effect
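Tetracycline-induced HEK293 Trex cells with D2 receptor force-coupled to calcium signaling, plated overnight at 30 C and loaded with no-wash calcium dye. Calcium flux read kinetically for 180 s after compound addition; responses flag agonists.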
Vif-APOBEC3G blk = qHTS for Inhibitors of Vif-A3G Interactions: qHTS. HeLa A3G-eYFP + Vif (tagged APOBEC3G with the HIV-1 protein that degrades it), YFP fluorescence, overnight. Potency, µM (top dose mostly 46.1 µM), for the others: top-dose activity, negative = active, actives largely listed as inhibitors. hit rate 0.076% among 410,000;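 note: potency is the fitted concentration of half-maximal effect; % is set by controls: 0 for no effect and ±100 for the full control effect; nearly all actives have a fitted effect of over 60% in size; hits raise eYFP signal because A3G escapes Vif-driven loss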
Target sequence (Q9HC16 whole entry, looked up): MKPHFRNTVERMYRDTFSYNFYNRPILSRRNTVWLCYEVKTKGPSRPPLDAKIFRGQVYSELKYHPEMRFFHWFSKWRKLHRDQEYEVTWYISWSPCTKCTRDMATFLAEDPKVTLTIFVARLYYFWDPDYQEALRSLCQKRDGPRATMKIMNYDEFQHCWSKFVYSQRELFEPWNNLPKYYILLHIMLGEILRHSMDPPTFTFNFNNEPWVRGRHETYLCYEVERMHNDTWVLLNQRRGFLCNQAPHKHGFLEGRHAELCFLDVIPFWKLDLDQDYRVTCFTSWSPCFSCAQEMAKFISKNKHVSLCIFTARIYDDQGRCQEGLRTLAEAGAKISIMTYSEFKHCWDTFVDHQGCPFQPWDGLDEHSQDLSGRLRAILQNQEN
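HeLa cells stably expressing Vif and C-terminally eYFP-tagged A3G, seeded overnight at 37 deg C, then exposed to compound by pintool overnight at 37 deg C. Rise in yellow fluorescence (Ex 488/Em 500-530, Acumen) marks blocked Vif-driven A3G degradation.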
Numbers without * were called inactive; [ ] = another dose, or the depositor's remark. Unless noted, calls come from the whole dose curve; as a rule, active = well fitted curve in the direction sought with a large enough effect; inconclusive = small, poorly fitted or top-dose-only effect, or another doubt; inactive = no such curve, though single readings can be large; an effect the other way counts as inactive or inconclusive. An excerpt (hit frequency here may not be typical).

What do the screens show for `COc1ccc(/C=C(/C#N)c2nc(-c3ccc(-c4ccccc4)cc3)cs2)cc1OC`?
Glioma ERSR ind: -2.6%; LDHA inh: -3.6; RGS4 inh: 1.4%; ERG Ets-DNA blk: 0.8%; 12-LOX inh: -18.8%; Vif-A3F inh: inconclusive; D2 ag: -0.7; Vif-APOBEC3G blk: -4.9%

Results for Cc1ccc(S(=O)(=O)N(CC(=O)NCCSCc2ccco2)c2cc(C)ccc2C)cc1 ?
Glioma ERSR ind: -2.7%; LDHA inh: 1.7; RGS4 inh: 1.2%; ERG Ets-DNA blk: -12.0%; 12-LOX inh: 39.8µM*; Vif-A3F inh: 5.8%; Vif-APOBEC3G blk: 3.0%

What do the screens show for `COc1ccc(-n2nnnc2SCC(=O)NC(=O)Nc2ccc3c(c2)OCCO3)cc1`?
Glioma ERSR ind: -3.5%; LDHA inh: 1.0; RGS4 inh: 7.1%; ERG Ets-DNA blk: -0.8%; D2 antagonist: -9.8; 12-LOX inh: -1.4%; D2 ag: -0.6; Vif-APOBEC3G blk: -2.9%

How did Cc1cccc(-c2noc(-c3ccc(NC4CCCC4)c([N+](=O)[O-])c3)n2)c1 do in these assays?
Glioma ERSR ind: -3.1%; LDHA inh: -2.0; RGS4 inh: 7.5%; ERG Ets-DNA blk: -11.9%; 12-LOX inh: -17.2%; Vif-A3F inh: -5.7%; D2 ag: 0.1; Vif-APOBEC3G blk: -1.4%

What do the screens show for `Cc1ccc(C)c(OC(C)C(=O)Nc2ccc(S(=O)(=O)Nc3nccs3)cc2)c1` (configuration not stated)?
Glioma ERSR ind: 6.0%; LDHA inh: -4.8; RGS4 inh: 6.8%; ERG Ets-DNA blk: -4.4%; D2 antagonist: 10.1; 12-LOX inh: inconclusive; Vif-A3F inh: -14.3%; D2 ag: 4.9; Vif-APOBEC3G blk: -0.5%

Results for CCC(=O)N1CCc2cc(S(=O)(=O)CCC(=O)NCCc3ccccc3)ccc21 ?
Glioma ERSR ind: -0.7%; LDHA inh: 3.4; RGS4 inh: -27.9%; ERG Ets-DNA blk: 6.6%; D2 antagonist: 1.3; 12-LOX inh: 6.6%; Vif-A3F inh: -8.1%; D2 ag: -1.9; Vif-APOBEC3G blk: -2.2%

Results for O=c1/c(=C/c2ccc(O)c([N+](=O)[O-])c2)sc2nc3ccccc3n12 ?
Glioma ERSR ind: 1.7%; LDHA inh: -2.1; RGS4 inh: -2.1%; ERG Ets-DNA blk: -2.4%; D2 antagonist: 6.7; 12-LOX inh: inconclusive; Vif-A3F inh: 9.4%; D2 ag: 4.7; Vif-APOBEC3G blk: 3.6%

What do the screens show for `Cc1cc(/C=C(/C#N)c2nc3ccccc3[nH]2)c(C)n1-c1ccccc1C(=O)O`?
Glioma ERSR ind: 3.0%; LDHA inh: -7.5; RGS4 inh: -15.6%; ERG Ets-DNA blk: 7.5%; D2 antagonist: 5.2; 12-LOX inh: inconclusive; Vif-A3F inh: inconclusive; D2 ag: -1.0; Vif-APOBEC3G blk: -6.9%

Results for Cc1ccc2nc(-c3ccccn3)cc(C(=O)NC(C)C(C)(C)C)c2c1 (configuration not stated) ?
Glioma ERSR ind: -6.7%; LDHA inh: -3.7; RGS4 inh: -19.0%; ERG Ets-DNA blk: -4.6%; D2 antagonist: -4.9; 12-LOX inh: -5.7%; Vif-A3F inh: -0.1%; D2 ag: -0.2; Vif-APOBEC3G blk: -0.5%

Results for CCOC(=O)C1(CCSC)NC(c2ccco2)C2C(=O)N(C)C(=O)C21 (configuration not stated) ?
Glioma ERSR ind: -3.2%; LDHA inh: -7.4; RGS4 inh: -14.8%; ERG Ets-DNA blk: 8.1%; D2 antagonist: 14.3; 12-LOX inh: 0.0%; Vif-A3F inh: -6.1%; D2 ag: 0.4; Vif-APOBEC3G blk: 2.8%

How did NC1=NC(=Nc2ccc(Cl)cc2)c2ccccc21 do in these assays?
Glioma ERSR ind: 4.4%; LDHA inh: -4.6; RGS4 inh: -23.4%; ERG Ets-DNA blk: -5.8%; 12-LOX inh: -5.3%; Vif-A3F inh: -21.3%; Vif-APOBEC3G blk: -1.9%

How did C/C(=N\OCC(=O)Nc1ccccc1C(C)(C)C)c1ccc2c(c1)OCCO2 do in these assays?
Glioma ERSR ind: -1.6%; LDHA inh: -3.3; RGS4 inh: -8.2%; ERG Ets-DNA blk: -0.6%; D2 antagonist: -11.9; 12-LOX inh: 0.6%; Vif-A3F inh: 1.9%; D2 ag: 1.6; Vif-APOBEC3G blk: 0.0%

How did Cc1ccc(/C=C/c2ccc3cccc(O)c3n2)s1 do in these assays?
Glioma ERSR ind: 2.7%; LDHA inh: 13.0; RGS4 inh: -28.2%; ERG Ets-DNA blk: -2.8%; D2 antagonist: -12.7; 12-LOX inh: -20.7%; Vif-A3F inh: -11.1%; D2 ag: 0.6; Vif-APOBEC3G blk: -7.3%

How did CN(C)S(=O)(=O)c1ccc(C(=O)N2CCN=C2SCc2cccnc2)cc1 do in these assays?
Glioma ERSR ind: -0.3%; LDHA inh: -0.1; RGS4 inh: -12.4%[11.4 µM]; ERG Ets-DNA blk: -0.6%; D2 antagonist: 4.4; 12-LOX inh: -21.0%; Vif-A3F inh: -4.1%; D2 ag: 0.2; Vif-APOBEC3G blk: 0.9%

What do the screens show for `COCCN(Cc1cc2ccc(C)c(C)c2nc1Cl)C(=O)N1CCOCC1`?
Glioma ERSR ind: -2.7%; LDHA inh: -4.9; RGS4 inh: 10.7%; ERG Ets-DNA blk: 7.9%; D2 antagonist: 0.2; 12-LOX inh: -25.8%; Vif-A3F inh: 0.9%; D2 ag: -0.6; Vif-APOBEC3G blk: 8.4%

What do the screens show for `Cc1ccc(OCCCC(=O)N2CCOCC2)c(C)c1`?
Glioma ERSR ind: 1.3%; LDHA inh: -4.3; RGS4 inh: -29.7%; ERG Ets-DNA blk: -2.7%; D2 antagonist: 8.2; 12-LOX inh: 0.0%; Vif-A3F inh: 7.8%; D2 ag: -0.4; Vif-APOBEC3G blk: 1.9%

How did CCO[C@@H]1OC(C(=O)NCc2nc3ccccc3[nH]2)=C[C@H](C2CCCCC2)[C@H]1CCCO do in these assays?
Glioma ERSR ind: -4.1%; LDHA inh: -4.4; RGS4 inh: -1.6%; ERG Ets-DNA blk: -5.0%; D2 antagonist: -0.9; 12-LOX inh: -10.1%; Vif-A3F inh: 3.9%; D2 ag: -0.2; Vif-APOBEC3G blk: -2.9%

What do the screens show for `COc1cc(C(=O)Nc2nnc(SC)s2)c([N+](=O)[O-])cc1OC`?
Glioma ERSR ind: -1.8%; LDHA inh: -13.4; RGS4 inh: 5.9%; ERG Ets-DNA blk: -0.9%; D2 antagonist: -2.1; 12-LOX inh: -8.8%; Vif-A3F inh: -0.8%; D2 ag: 0.6; Vif-APOBEC3G blk: 0.5%

How did Cc1ccc(CNc2nc3ccccc3s2)s1 do in these assays?
Glioma ERSR ind: -11.7%; LDHA inh: -0.1; RGS4 inh: 13.6%; ERG Ets-DNA blk: -4.4%; D2 antagonist: -2.3; 12-LOX inh: 38.4%[activator]; Vif-A3F inh: inconclusive; D2 ag: -4.9; Vif-APOBEC3G blk: -5.7%

How did CS(=O)(=O)Nc1ccc(C(=O)NC2CC3CCC2C3)cc1 (configuration not stated) do in these assays?
Glioma ERSR ind: -3.9%; LDHA inh: -14.4; RGS4 inh: 19.8%; ERG Ets-DNA blk: -3.1%; D2 antagonist: -0.7; 12-LOX inh: 26.3%; Vif-A3F inh: 1.4%; D2 ag: 1.5; Vif-APOBEC3G blk: 0.3%

What do the screens show for `CCN(CC)S(=O)(=O)c1ccc(-c2nnc(SCC(=O)Nc3ccc(OC)cc3)o2)cc1`?
Glioma ERSR ind: -2.8%; LDHA inh: 0.0; RGS4 inh: -40.3%; ERG Ets-DNA blk: -3.0%; D2 antagonist: -8.0; 12-LOX inh: inconclusive; Vif-A3F inh: 1.6%; D2 ag: -0.1; Vif-APOBEC3G blk: 2.3%

How did COCC(C)NCc1cccc2ccccc12 (configuration not stated) do in these assays?
Glioma ERSR ind: -0.3%; LDHA inh: -13.6; RGS4 inh: 18.2%[56.9 µM]; ERG Ets-DNA blk: 0.1%; D2 antagonist: 3.0; 12-LOX inh: inconclusive; Vif-A3F inh: 9.6%; D2 ag: -1.4; Vif-APOBEC3G blk: 0.8%
